Source: PubChem (National Center for Advancing Translational Sciences (NCATS))
A-T KAP1 phos: qHTS Assay for Identifying a Potential Treatment of Ataxia-Telangiectasia; […] A-T fibroblasts, KAP-1 phosphorylation AlphaLISA; neocarzinostatin DNA damage 30 min before lysis; Potency, µM (top dose mostly 57.5 µM), for inactives: at the highest dose activation, usual class: activators; actives 0.19% (n = 320,000); further: potency means the concentration at half of the fitted maximal effect; % of control where 0% means no effect; nearly all actives have a fitted effect of over 45% in size
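hTERT-immortalized A-T patient fibroblasts ([…]), 500 cells/well in OPTI-MEM, 1% FBS, got compounds for 60 min, then NCS for 30 min at 37C. Lysates were then assayed for phospho-KAP-1 by AlphaLISA (anti-pKAP1 donor, anti-KAP1 acceptor beads), 6 hr at 25C.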
MBNL1 CUG block: qHTS Assay for Inhibitors of MBNL1-poly(CUG) RNA binding | Muscleblind-like protein 1 (Homo sapiens), Q9NR56 | TR-FRET MBNL1-His/biotin-(CUG)12 binding, 665/545 ratio | Potency, µM (highest dose often 57.5 µM), for inactives: at the top dose activity change, negative = inhibition, hits mostly inhibitors | actives 0.036% (n = 280,000) | AID 2675, 2010; active means well fitted inhibition curve with a large enough effect in the signal ratio, with a control signal flat, not every such curve was filed as active; inconclusive means small, poorly fitted or top-dose-only effect, or effect the other way, or a change in a side signal; inactive means no such curve, though single readings can be large or run the other way; the % refers to the signal ratio; further: potency means the concentration at half of the fitted maximal effect; on the % scale 0 is the no-effect control and ±100 the full control effect
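MBNL1-His + Biotin-(CUG)12, cpd titration 92 nM–58 uM; Tb anti-His Ab 0.055 ng/ul, SA-XL665 5 nM (final); 60 min RT; ratiometric 665/545 nm, Ex 340 nm; normalized to buffer and full-complex controls.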
Menin-MLL TR inh: qHTS Assay for Inhibitors Targeting the Menin-MLL Interaction in MLL Related Leukemias: Competition With Texas Red Labeled MLL-derived Mutant Peptide; AID 1768, 2009; actives 0.23% (n = 270,000); Potency, µM (titrated, usually from 61.6 µM), for inactives: top-dose FP activity change, negative = inhibition, usual class: inhibitors; O00255; Menin + Texas Red MLL mutant peptide, fluorescence polarization; active means well fitted inhibition curve with a large enough effect in the polarisation, with a control signal flat, not every such curve was filed as active; inconclusive means small, poorly fitted or top-dose-only effect, or effect the other way, or a change in a side signal; inactive means no such curve, though single readings can be large or run the other way; the % refers to the polarisation; further: potency means the concentration at half of the fitted maximal effect; % of control where 0% means no effect; many of its hits are not listed in these tables
Target sequence (O00255 whole entry, looked up): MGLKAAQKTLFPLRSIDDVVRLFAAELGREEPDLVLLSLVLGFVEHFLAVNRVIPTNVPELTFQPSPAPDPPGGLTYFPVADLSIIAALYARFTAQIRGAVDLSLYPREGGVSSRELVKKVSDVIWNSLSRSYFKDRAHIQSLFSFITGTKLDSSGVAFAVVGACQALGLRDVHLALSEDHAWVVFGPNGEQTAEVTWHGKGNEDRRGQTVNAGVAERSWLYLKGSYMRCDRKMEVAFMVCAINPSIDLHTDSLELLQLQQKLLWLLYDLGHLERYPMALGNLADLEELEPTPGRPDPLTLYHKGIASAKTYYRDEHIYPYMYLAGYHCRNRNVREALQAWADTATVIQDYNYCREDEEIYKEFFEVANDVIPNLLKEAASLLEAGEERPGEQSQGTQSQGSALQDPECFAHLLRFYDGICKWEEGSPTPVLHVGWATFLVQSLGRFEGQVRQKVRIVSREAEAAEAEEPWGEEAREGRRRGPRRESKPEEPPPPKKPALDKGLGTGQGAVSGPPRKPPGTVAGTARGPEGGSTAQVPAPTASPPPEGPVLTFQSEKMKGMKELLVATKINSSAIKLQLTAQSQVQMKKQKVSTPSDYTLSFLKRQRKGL
Integrin act MD: qHTS for Activators of Integrin-Mediated Alleviation for Muscular Dystrophy | alpha7betagal myoblasts, beta-gal FDG fluorescence, 48 h | Potency, µM (titrated, usually from 38.3 µM), inactives show top-dose activation, hits mostly activators | actives 0.064% (n = 350,000);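 further: potency means the concentration at half of the fitted maximal effect; 100% = response of the positive control SU9516; nearly all actives have a fitted effect of over 60% in size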
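alpha7betagal+/- myoblasts (passage 13, 250/well) treated 48 h at 37C with compounds at 1:260 dilution of DMSO stock. Lysed, then beta-galactosidase activity read as FDG fluorescence (ex 480/em 540) after 30 min, with pre-read for autofluorescence.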
TSHR antag: Antagonists of the Thyroid Stimulating Hormone Receptor: HTS campaign | TSHR-expressing cells, TSH-stimulated cAMP HTRF, 2 h; hits give low values | activity change, negative = inhibition, % at 11.5 µM | actives 0.2% (n = 330,000) | AID 504810, 2011;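 active means activity change below a set negative limit, meaning inhibition stronger than a set level, cut at about -70% in these data; inconclusive means activity change between two set negative limits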; further: on the % scale 0 is the no-effect control and ±100 the full control effect
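TSHR-expressing cells, 200/well, pre-treated with compound, then stimulated with EC80 TSH (4nM final) for 2 hours at 37 deg C. cAMP measured by competitive HTRF: anti-cAMP cryptate antibody in lysis buffer plus cAMP-d2, read after 30 minutes at room temperature.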
ASM inhibitor: Inhibitors of Secretory Acid Sphingomyelinase (S-ASM): qHTS. Potency, µM (highest dose often 57.5 µM), for inactives: top-dose activity change, negative = inhibition, hits mostly inhibitors. placental ASM, HMU-PC fluorogenic substrate, 60 min. Sphingomyelin phosphodiesterase (Homo sapiens), P17405. actives 0.006% (n = 340,000). AID 504937, 2011; further: potency means the concentration at half of the fitted maximal effect
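HMU-PC0 cleavage (9 uM final) by human placental ASM, 60 min at 37 °C following 10 min compound exposure at RT; stopped at pH 10, fluorescence Ex 386/Em 447 nm.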
MLL CXXC-DNA inh: qHTS Fluorescence Polarization Assay for Inhibitors of MLL CXXC domain - DNA interaction; actives 0.037% (n = 290,000); Potency, µM (series often up to 115 µM), for the others: at the highest dose activity change, negative = inhibition, hits mostly inhibitors; MLL-CXXC / FITC-HOXA9 DNA fluorescence polarization; AID 2662, 2010; Histone-lysine N-methyltransferase 2A (Homo sapiens), Q03164; active means well fitted inhibition curve with a large enough effect in the polarisation, with a control signal flat, not every such curve was filed as active; inconclusive means small, poorly fitted or top-dose-only effect, or effect the other way, or a change in a side signal; inactive means no such curve, though single readings can be large or run the other way; the % refers to the polarisation; further: potency means the concentration at half of the fitted maximal effect
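Purified MLL-CXXC (added from a 7 uM solution) was preincubated 5 min at ambient with pinned compounds in 50 mM Tris-HCl pH 7.5, 50 mM NaCl, 1 mM DTT, 0.05% BSA. Fluorescein-labeled HOX-A9 DNA (50 nM solution) followed, 30 min, then polarization read.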
TSG101-PTAP inh: qHTS Assay for Iinhibitors of HIV-1 Budding by Blocking the Interaction of PTAP/TSG101. Tumor susceptibility gene 101 protein (Homo sapiens), Q99816. Fluorescence polarization, FITC-PTAP peptide / Tsg101 binding. Potency, µM (titrated, usually from 115 µM), for inactives: top-dose activity change, negative = inhibition, most hits filed as inhibitors. 340,000 tested, under 10 active. AID 493005, 2010; active means well fitted inhibition curve with a large enough effect in the main read-out, with a control signal flat, not every such curve was filed as active; inconclusive means small, poorly fitted or top-dose-only effect, or effect the other way, or a change in a side signal; inactive means no such curve, though single readings can be large or run the other way; further: potency means the concentration at half of the fitted maximal effect; % of control where 0% means no effect
Target sequence (Q99816 whole entry, looked up): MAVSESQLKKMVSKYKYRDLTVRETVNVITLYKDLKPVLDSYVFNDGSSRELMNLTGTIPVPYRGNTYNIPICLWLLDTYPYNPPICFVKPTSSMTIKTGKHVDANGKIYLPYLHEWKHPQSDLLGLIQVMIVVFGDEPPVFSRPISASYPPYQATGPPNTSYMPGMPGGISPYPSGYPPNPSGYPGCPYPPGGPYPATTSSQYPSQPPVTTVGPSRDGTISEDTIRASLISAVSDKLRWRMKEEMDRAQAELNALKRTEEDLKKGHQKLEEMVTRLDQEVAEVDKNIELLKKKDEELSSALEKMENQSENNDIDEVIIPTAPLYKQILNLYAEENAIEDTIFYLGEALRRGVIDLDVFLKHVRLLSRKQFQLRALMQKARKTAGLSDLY
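Tsg101 binding domain (10 uM final) was mixed with compound and a FITC-labeled PTAP peptide (50 nM final) in HEPES pH 7.5 buffer with NaCl, Tween 20, EDTA and TCEP; fluorescence polarization was read after 20 min at r.t.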
TCR activator: Activators of T cell receptors: qHTS campaign. Potency, µM (titrated, usually from 9.22 µM), inactives show at the top dose activation of IL-2 secretion, actives largely listed as activators. primary human leukocytes, anti-CD3, IL-2 HTRF, 48 h. 330,000 tested, under 10 active; further: % of control where 0% means no effect
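1) Mix primary human leukocytes, a-CD3 beads and compound. 2) Incubate 48 hr. 3) Add HTRF IL-2 reagents (a-IL-2-K, a-IL-2-d2).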
Mito fusion yeast: qHTS Assay for Small Molecule Inhibitors of Mitochondrial Division or Activators of Mitochondrial Fusion; S. cerevisiae fusion-defective mutant growth rescue, CellTiterGlo 48 h; Potency, µM (series often up to 46.1 µM), for inactives: at the highest dose growth rescue (activation), usual class: activators; actives 0.23% (n = 320,000);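 further: potency means the concentration at half of the fitted maximal effect; % of control where 0% means no effect; nearly all actives have a fitted effect of over 45% in size; temperature-sensitive fusion mutants such as fzo1-1 at 37 °C on non-fermentable ethanol glycerol medium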
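Luminescent cell viability in 1536-well qHTS format served as the measure of rescued growth in ts fusion-mutant S. cerevisiae cultured on non-fermentable YPEG for 48 hours at 37C.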
* marks the source's active call; other numbers are inactive results; ? = inconclusive; . = no result given; [ ] = another dose, or the depositor's remark. Unless noted, the call rests on the fitted dose curve; in most records, active means well fitted curve in the direction sought with a large enough effect; inconclusive means small, poorly fitted or top-dose-only effect, or another doubt; inactive means no such curve, though single readings can be large; an effect the other way counts as inactive or inconclusive.

SMILES	MBNL1 CUG block	A-T KAP1 phos	TCR activator	Integrin act MD	Menin-MLL TR inh	Mito fusion yeast	ASM inhibitor	TSHR antag	TSG101-PTAP inh	MLL CXXC-DNA inh
CC(C(=O)O)C1SC(=O)NC1=O (stereo not drawn)	-5%	0%	1%	11%	8%	-5%	0%	-2	-2%	12%
COc1ccc2[nH]cc(CCNC(=S)NCCc3ccccc3)c2c1	-3%	-1%	1%	?	?	15%	-1%	-9	-1%	25%
CCCC(=O)N1CC(=O)Nc2ccc(C)cc2C1c1ccc(F)cc1 (stereo not drawn)	-3%	1%	3%	-23%	-11%	0%	5%	-1	-1%	1%
O=C(NNc1nc(-c2ccc(Br)cc2)cs1)c1ccco1	5%	-14%	0%	-3%	?	-3%	0%	-11	-7%	-12%
Cc1cc(Nc2cccc(C(=O)O)c2)n2ncnc2n1	1%	2%	-5%	-25%	1%	3%	1%	-15	-2%	1%
CCc1cc(=O)oc2cc(OCC(=O)N3CCC(C(=O)O)CC3)ccc12	4%	5%	-4%	0%	-1%	0%	6%	6	0%	1%
Oc1ccc(-c2csc(Nc3ccccn3)n2)cc1O	9%	-6%	1%	-36%	?	-4%	-4%	-24	-5%	-13%
CC1CCN(S(=O)(=O)c2ccc(F)c(C(=O)O)c2)CC1	5%	-5%	-41%	2%	3%	4%	-1%	6	-2%	-1%
Cc1ccc(OCCCn2c(=O)oc3ccccc32)cc1	-5%	8%	6%	?	-6%	16%	0%	7	0%	-13%
O=C(NCCOc1ccccc1)c1cccc2c1C(=O)c1ccc(Cl)cc1S2(=O)=O	.	-18%	8%	-2%	.	9%	-5%	-12	1%	.
Cc1cc(CNC(=O)COc2ccc(F)cc2Cl)cc(C)c1O	-12%	11%	0%	14%	?	-3%	6%	19	0%	-11%
COc1cccc2c(=O)c3c([nH]c12)OC(C)(C)C3	.	.	3%	14%	.	.	2%	.	1%	.
COC(=O)c1cccc(N2C(=O)C3CC=CCC3C2=O)c1 (stereo not drawn)	-3%	8%	2%[46.1 µM]	16%	1%	2%	3%	-8	-6%	-4%
Cc1ccc(NC(=O)C2CCC(CNC(=O)[C@@H]3Cc4ccccc4CN3)CC2)c(C)c1 (stereo partly drawn)	-2%	14%	-42%	14%	.	-2%	-1%	18	-4%	11%
CC1CCCCC12NC(=O)N(CC(=O)N1CCc3ccccc3C1)C2=O (stereo not drawn)	.	3%	0%	-15%	.	-3%	3%	10	-2%	.
COc1ccc(NS(=O)(=O)c2cccc(C(=O)NCc3ccccn3)c2)cc1	.	-13%	-8%	-6%	.	-1%	.	0	-3%	.
O=C(CSc1ccc(-c2ccncc2)nn1)N1CCCC1	4%	3%	-1%	41%	-9%	-1%	1%	-5	-2%	4%
Cc1ccc(C)n1-c1ccsc1C(=O)CC#N	7%	3%	3%	-9%	16%	-3%	2%	3	-1%	12%
O=C(NNC(=S)Nc1ccc(C(=O)O)c(O)c1)c1ccncc1	.	.	2%	-5%	.	.	-3%	.	-2%	.
CCN(CC)S(=O)(=O)c1ccc(NC(=O)c2ccc(N3CCCC3=O)cc2)cc1	.	27%	0%	-4%	.	.	-2%	-24	0%	.
COCCCNCCOCCOc1ccc(Cl)cc1C(C)(C)C	9%	-6%	-3%[46.1 µM]	-56%[inhibitor]	-7%	-11%	-2%	32	-1%	-3%
COC(=O)/N=C/c1c(NCc2ccccc2)nc2c(C)cccn2c1=O	28%	2%	-2%	?	-3%	0%	22%	-6	-1%	-8%
CC1(C)CC(O)C(C(O)c2cccc([N+](=O)[O-])c2)C(C)(C)N1 (stereo not drawn)	23%	3%	-2%[46.1 µM]	-6%	-8%	-1%	-1%	18	-1%	1%
COc1cccc2cc(C(=O)NCc3ccco3)c(=O)oc12	?	-1%	4%[46.1 µM]	15%	-11%	1%	4%	-1	-1%	7%
NC(=O)NCCCC(=O)OCC(=O)c1ccc2ccccc2c1	?	-1%	-1%	0%	24%	-4%	1%	-2	0%	9%
O=C(NCc1cnc2ccccn12)C1CCC(=O)N(Cc2cccc(F)c2)C1 (stereo not drawn)	1%	.	.	-1%	.	.	7%	6	-3%	-11%
COc1ccc2cc(C#N)c(SCC(=O)NNC(=O)Cc3ccccc3)nc2c1	109%[activator]	-6%	5%	-41%	11µM*	2%	7%	8	2%	4%
CCc1nc(SCC(=O)NCCc2ccc(OC)c(OC)c2)c2c(=O)n(C)c(=O)n(C)c2n1	-1%	2%	-3%	0%	-17%	4%	-5%	-3	-2%	4%
COCCN(Cc1ccccc1)C(=O)c1cccc(S(=O)(=O)N2CCN(c3ccc(F)cc3)CC2)c1	.	4%	-1%	0%	.	-3%	.	-3	-3%	.
S=c1[nH]nc(-c2ccco2)n1/N=C/c1cccc(Cl)c1Cl	-7%	5%	6%[46.1 µM]	3%	16%	4%	-21%	-14	-7%	4%
Cc1ccc(/C=C2\NC(=S)NC2=O)cc1[N+](=O)[O-]	-1%	1%	-5%	1%	44%[activator]	-1%	-1%	0	-10%	8%
O=C1OC(CCl)CN1Cc1ccc([N+](=O)[O-])cc1 (stereo not drawn)	.	.	-6%	2%	.	.	1%	.	-4%	.
CCOC(=O)/C(C#N)=C1/SC(CCO)C(=O)N1c1ccccc1 (stereo not drawn)	-2%	-2%	0%	6%	-1%	1%	0%	5	2%	5%
CCc1ccccc1NC(=O)NNC(=O)CCc1ccc(OC)cc1	1%	-2%	0%	-27%	1%	-1%	1%	-4	0%	3%
CCc1ccccc1NC(=S)N(CCN(C)C)C(C)c1ccccn1 (stereo not drawn)	-6%	4%	.	-18%[7.66 µM]	7%	-3%	0%	-12	0%	16%
COc1ccc(Cl)cc1NC(=O)CSc1nnc(CNC(=O)c2cccs2)o1	-5%	6%	-4%	0%	.	0%	-3%	-2	-4%	2%
Cn1cnnc1SCC(=O)c1ccco1	-2%	-1%	4%	15%	-10%	-1%	-4%	4	2%	-3%
Cc1ccc(NC(=O)COC(=O)c2ccc(CN3CCCC3=O)cc2)c(Cl)c1	.	1%	1%	-10%	.	3%	3%	2	-3%	.
COc1ccc(-c2cn(CCc3c[nH]c4ccccc34)nn2)cc1	-8%	-2%	5%	2%	28%	3%	-8%	-1	-1%	2%
COc1cccc(S(=O)(=O)Nc2ccc(C(=O)Nc3ccncc3)cc2)c1	4%	5%	4%[46.1 µM]	23%	-8%	-4%	-1%	-8	0%	8%
COc1ccccc1NS(=O)(=O)c1cccc(C(=O)NCC(c2cccs2)N2CCOCC2)c1 (stereo not drawn)	.	-1%	5%	29%	.	-2%	-1%	-3	-5%	.
CCOc1ccc(NC(=S)NNC(=S)Nc2cccc(C(F)(F)F)c2)cc1	-12%	-1%	-3%	7%	.	6%	-8%	1	1%	-7%
Cc1cccc(C(=O)c2cn[nH]c2-c2ccccc2O)c1	6%	-7%	6%	41%	21%	14%	1%	0	-4%	7%

This is a subset; the hit share may differ from the screen's.
